Bioassay records from PubChem.
SMARCA2 activ – increases SMARCA2 function in MMTV reporter cells; 370,000 compounds, 1% hits; activation, % at 9.1 µM; MG213 cells, MMTV-luciferase reporter, dexamethasone, overnight; in the data active = activation above about 7.8%;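 also: 0% = vehicle wells and 100% = reference activator wells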
PLC-gamma1 inh – inhibitors of human phospholipase C gamma1 | P19174 | purified PLC-gamma1, fluorogenic substrate, fluorescence | inhibition, % at 12.2 µM | 370,000 compounds, 0.84% hits | AID 720700; in the data active = inhibition above about 9.5%
ADAM17 inh – ADAM17 inhibition, QFRET primary screen. inhibition, % at 6.95 µM. recombinant ADAM17, EDANS/DABCYL FRET peptide cleavage. 370,000 compounds, 0.83% hits. P78536;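 active = inhibition above the mean of compounds lying between control limits plus 3 SD, set per campaign, cut at about 8.5% in these data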;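 also: 0% = DMSO-only wells as the low control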
Rev-erbA mod – modulates human Rev-erb alpha binding to DNA; Rev-erbα–FITC-DNA binding, fluorescence polarization, 90 min; activity, % at 10 µM; 370,000 compounds, 0.79% hits; AID 1259318;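 active = activity above about 14%, limit read from the data; passing the limit was not always enough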;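 also: 0% = DMSO wells with 35 nM protein and 100% = DMSO wells with 750 nM protein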
hgDAF12 agonist – activates the H. glycines DAF-12 receptor ligand-binding domain; HEK293 GAL4-hgDAF12 UAS-luciferase reporter, agonist luminescence; normalized to butyrate control; activation, % at 6.8 µM; 370,000 compounds, 1.8% hits;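 active = activation above a cutoff set at the mean of all screened compounds plus 3 SD, cut at about 10% in these data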;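 also: 0% = DMSO wells and 100% = sodium butyrate wells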
hcDAF12 agonist – activates DAF-12 receptor from parasite H. contortus | 370,000 compounds, 1.4% hits | HEK293 hcDAF-12 lit1-tk-luc reporter, luminescence; 0% DMSO, 100% Δ7-dafachronic acid | activation, % at 6.8 µM;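 active = activation above the mean of all tested compounds plus 3 SD, cut at about 5.5% in these data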;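 also: 100% = response to 3 µM Δ7-dafachronic acid high control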
DAX1 inh-1 – blocks DAX1 repression of SF-1 activated StAR promoter; HEK293T StAR-luciferase reporter, SF-1/DAX-1 repression relief; 370,000 compounds, 1.1% hits; AID 652010; inhibition, % at 6.8 µM;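 active = inhibition above the mean over all tested compounds plus 3 SD, cut at about 3.6% in these data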;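 also: 0% = DAX-1 cells with DMSO and 100% = cells lacking DAX-1 with DMSO; higher inhibition means more luminescence from relief of DAX-1 repression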
MBD2 inh – MBD2-methylated oligo binding inhibition | TR-FRET, MBD2 binding to methylated oligonucleotide | 370,000 compounds, 0.31% hits | Q9UBB5 | inhibition, % at 4.4 µM | AID 686964; in the data active = inhibition above about 13%
ssDAF-12 act – activators of S. stercoralis DAF-12 nuclear receptor; HEK293 ssDAF-12/GRIP1 lit1-tk-luc reporter, luminescence; % of 3 µM dafachronic acid response; activation, % at 6.8 µM; 370,000 compounds, 1% hits; AID 652126;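 active = activation above the mean over all tested compounds plus 3 SD, cut at about 0.9% in these data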;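 also: 0% = DMSO-only wells and 100% = 3 µM delta7-dafachronic acid wells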
DAX1 inh-2 – inhibitors of human orphan nuclear receptor DAX1 (NR0B1) | P51843 | HEK293 Gal4-DAX1 luciferase reporter, luminescence | inhibition, % at 6.75 µM | 340,000 compounds, 0.99% hits | AID 504766;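 active = inhibition above the mean over all tested compounds plus 3 SD, cut at about 4.2% in these data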;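 also: 0% = DAX1-transfected cells with DMSO and 100% = empty-vector control cells with DMSO; inhibition shows as a rise in luminescence from relieved DAX1 repression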
PLCb3 inh – inhibitors of human phospholipase C beta3 | Q01970 | inhibition, % at 12.2 µM | 370,000 compounds, 0.18% hits | Purified PLC-beta3, fluorogenic substrate, fluorescence; in the data active = inhibition above about 11%;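 also: 0% = median of compound wells on plate and 100% = full blocker control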
* marks the source's active call; other numbers are inactive results; i = inactive; x = no result given.

SMILES	SMARCA2 activ	PLC-gamma1 inh	ADAM17 inh	Rev-erbA mod	hgDAF12 agonist	hcDAF12 agonist	DAX1 inh-1	MBD2 inh	ssDAF-12 act	DAX1 inh-2	PLCb3 inh
CCCCN(CC)CCNC(=S)Nc1ccc2nc(N3CCN(C)CC3)cc(C)c2c1	5	-23	-28	-2	2.1	0.5	1.3	3	-1.1	-0.5	-37
COc1ccc(-c2ccc(CCC(=O)O)n2-c2ccc(O)cc2)cc1	-4	-83	-4	-1	-0.8	-0.5	0.3	-1	-1.1	-0.6	-84
CNCc1ccccc1Sc1ccc(OC)cc1	0	1	0	-1	2.4	0.3	-0.5	-1	-1.1	0.5	-1
Cc1ccc(CNc2ncc(-c3ccccc3)n2C)o1	-1	0	-1	1	1.6	-1.3	0.8	-6	-0.8	2.8	0
Cc1ccc(SCCN2CCN(C)CCC2=O)cc1	-1	1	-6	6	2.8	-0.1	0.3	-2	-0.2	3.8	1
CC(=O)c1c(C)[nH]c(C(=O)CN2C(=O)NC(C)(c3ccc4c(c3)OCO4)C2=O)c1C (stereo not drawn)	-2	1	-2	2	0.4	0.0	-1.8	-4	-0.9	-0.6	-1
COc1cc(NC(=O)c2ccc(OCc3c(C)noc3C)c(OC)c2)cc(OC)c1	-1	4	3	1	1.9	-2.2	-0.5	-3	-0.6	0.3	-3
CCn1cc(CN2CCC(n3nccc3NC(=O)c3ccc4c(c3)OCO4)CC2)c(C)n1	3	-4	-5	-1	-1.2	-0.7	-0.1	6	-1.2	0.2	-6
CCN(c1cccc(C)c1)S(=O)(=O)c1cc2[nH]c(=O)c(=O)[nH]c2cc1C	0	-11	-8	3	2.0	-1.1	-0.2	-2	-0.7	x	-9
Cc1ccc(NCc2nc3ccccc3n2CCOc2ccccc2)cc1	-1	-1	5	-6	7.8	4.0	1.4	1	-0.3	1.0	-1

Rewritten with bars between the fields: part of the list above
SMILES | SMARCA2 activ | PLC-gamma1 inh | ADAM17 inh | Rev-erbA mod | hgDAF12 agonist | hcDAF12 agonist | DAX1 inh-1 | MBD2 inh | ssDAF-12 act | DAX1 inh-2 | PLCb3 inh
CC(=O)c1c(C)[nH]c(C(=O)CN2C(=O)NC(C)(c3ccc4c(c3)OCO4)C2=O)c1C (stereo not drawn) | -2 | 1 | -2 | 2 | 0.4 | 0.0 | -1.8 | -4 | -0.9 | -0.6 | -1
Cc1ccc(SCCN2CCN(C)CCC2=O)cc1 | -1 | 1 | -6 | 6 | 2.8 | -0.1 | 0.3 | -2 | -0.2 | 3.8 | 1

Additional structures.
SMILES	SMARCA2 activ	PLC-gamma1 inh	ADAM17 inh	Rev-erbA mod	hgDAF12 agonist	hcDAF12 agonist	DAX1 inh-1	MBD2 inh	ssDAF-12 act	DAX1 inh-2	PLCb3 inh
COc1ccc(-n2c(-c3cnccn3)n[nH]c2=S)cc1	-1	-1	0	0	0.7	-0.9	-0.6	-3	-0.4	-0.2	4
CC(C)CC(CCc1ccccc1)OS(N)(=O)=O (stereo not drawn)	1	-3	-3	0	0.4	-0.8	-0.8	5	-0.3	-0.6	2
C=CCn1c(SCC(=O)NC(N)=O)nnc1-c1cc2c(s1)CCC(CC)C2 (stereo not drawn)	-2	-4	-9	-3	-1.6	0.2	-1.2	-1	-1.4	-1.9	-5
CN(C)c1ccc(-n2cccc2/C=C/[N+](=O)[O-])cc1	-5	0	3	-2	-1.1	-1.1	-0.2	-3	-1.7	-0.3	0
Cc1ccc(C(=O)C(C)OC(=O)C2CCN(c3ccc(C(F)(F)F)cn3)CC2)cc1 (stereo not drawn)	-2	-1	1	10	2.9	-1.7	-1.6	-3	-1.4	-0.9	-1
O=C(Nc1cccc(S(=O)(=O)N2CCCC2)c1)c1ccco1	4	-1	1	0	0.0	-0.1	0.0	-1	-1.2	0.6	0
O=C(O)CCc1ccc(-c2cccs2)n1NC(=O)c1ccc(Cl)cc1	1	-11	-3	-6	2.3	1.5	-0.1	-1	-0.6	1.6	-16
COc1ccccc1N1CCN(/N=C/c2ccc(O)c(O)c2)CC1	4	-6	1	0	0.0	-0.3	0.2	-2	-1.2	x	1
Cc1c(OCC(=O)NCC(O)c2ccccc2)ccc2c(-c3ccccc3)cc(=O)oc12 (stereo not drawn)	0	0	-1	0	-1.4	-1.4	-3.8	3	-1.9	-0.3	0
O=C(N/C(=C/c1ccc(Br)cc1)C(=O)N1CCCC1)c1ccccc1F	-3	1	-1	2	-5.0	-0.1	0.1	-7	-0.7	0.6	0
O=C(CCCn1c(=O)[nH]c2ccccc2c1=O)N1CCN(c2ccccn2)CC1	1	0	-2	0	-2.5	-2.9	0.1	2	-1.0	1.3	-1
Cc1nnc(N)s1	-1	1	-4	1	-0.2	1.6	0.5	-2	-1.2	0.2	-10
O=C(O)C1=NOC(CNc2ncc(C(F)(F)F)cc2Cl)C1 (stereo not drawn)	0	1	-1	3	0.9	-0.4	0.1	1	-1.1	1.0	0
Cc1ccnc(N/C=C/C(=O)c2ccc(Br)cc2)c1	5	-27	-3	-6	18*	9.0*	3.2	-5	0.3	0.3	-42
Cc1ccc2c(c1)N(C(=O)CCC(=O)NCC(C)c1ccccc1)CC(C)O2 (stereo not drawn)	-2	-2	-2	5	1.4	-3.5	-0.6	2	-1.2	-0.3	4
CCc1nc2ccccc2c(C(=O)Oc2ccc(C(=O)OC)cc2)c1C	-1	5	3	-7	0.6	-0.8	0.3	4	-1.1	1.8	10
O=C(N/C(=C/c1cccc([N+](=O)[O-])c1)C(=O)N1CCCC1)c1ccccc1	-1	3	-5	0	-1.1	-0.1	-0.3	-2	-0.9	-0.3	3
N#CC1(N2CCN(C(=O)c3ccccc3)CC2)CCCCC1	-3	2	-4	2	-0.2	-1.6	0.2	4	-1.0	1.8	-6
COc1cc(C(=O)Oc2c(OC)cc(C(=S)N3CCOCC3)cc2OC)cc(OC)c1OC	-1	-2	-4	2	-3.0	-1.2	0.0	2	-1.6	5.0*	-3
CN(C(=O)COC(=O)c1cccc(S(=O)(=O)N(C)c2ccccc2)c1)C1CCCCC1	-2	6	0	-5	-2.0	1.7	0.4	-4	-1.6	-0.3	-5
O=C(N[C@@H](Cc1ccccc1)C(=O)NCP(=O)(O)OC(Cc1ccccc1)C(=O)O)OCc1ccccc1 (stereo partly drawn)	x	-1	-7	-1	0.2	0.9	x	-4	-1.9	x	-1
Cn1c(=O)c2c(nc(N/N=C/c3ccncc3)n2Cc2ccccc2)n(C)c1=O	-3	-15	-1	3	0.3	-0.2	-0.6	-4	-1.3	0.9	-28
O=C(OCC1OC(Oc2ccc(O)cc2)C(O)C(O)C1O)c1ccccc1 (stereo not drawn)	1	4	-1	6	-2.5	0.5	0.9	-4	-1.1	1.6	4
CSCCC(NC(=O)c1ccccc1Br)C(=O)NC(C)CCc1ccccc1 (stereo not drawn)	0	2	-1	1	-2.6	-0.3	-1.5	1	-1.2	1.4	-4
CN(C)c1ncc(S(=O)(=O)c2ccccc2)c(N)n1	-2	1	0	-3	-1.0	-1.8	-0.4	5	-0.7	-0.6	1
Cc1ccc(C(=O)N2CCN(S(=O)(=O)c3sc(C(=O)O)c(C)c3C(=O)O)CC2)s1	-1	1	-7	-1	-0.1	-0.8	-0.5	-4	-0.4	0.7	-3
COc1ccc(N(C)C(=O)c2cc3c(s2)-c2ccc(Cl)cc2S(=O)(=O)C3)c(OC)c1	-2	-2	0	0	0.7	1.8	1.0	3	-1.0	-0.2	-2
Cc1nc(=O)c(-c2ccccc2)c(C)n1Cc1ccccc1	-3	3	1	1	-3.3	2.5	-0.3	-4	-1.8	0.7	5
COC(=O)CSc1nnc(-c2n[nH]c3c2CCC3)n1N	-4	0	-2	-1	0.2	-0.4	0.5	0	-1.1	x	2
CCCc1cc(=O)[nH]c(SC/C=C/c2ccccc2)n1	-3	3	-10	0	1.5	1.2	0.3	-5	-1.4	x	-12
CC(=O)COc1ccc2c(c1C)O/C(=C\c1ccco1)C2=O	3	-80	-9	-4	-1.6	1.2	-0.4	-2	-1.5	2.0	-105
C=CCNc1nc(Nc2ccc(OC)cc2OC)nc(OCC)n1	1	2	-1	2	-1.3	-0.4	-0.1	0	-1.2	-1.2	2
Cc1ccc(C(=O)NCC(=O)OCc2nc3sc(C)c(C)c3c(=O)[nH]2)cc1	-6	0	0	4	2.9	-2.9	1.4	-2	-1.1	x	0
CCOC(=O)C(NC(C)=O)(Nc1ccc(S(=O)(=O)Nc2nccs2)cc1)C(F)(F)F (stereo not drawn)	0	1	-1	-3	3.0	0.6	-0.1	3	-0.5	0.0	2
CC(C)COC(=O)c1ccc2c(c1O)C(=O)c1ccccc1C2=O	8.7*	5	-1	6	5.0	1.5	1.4	2	-0.8	0.8	7
CCOc1ccccc1NC(=O)CN(c1ccc(OC)cc1)S(=O)(=O)c1c(C)noc1C	-2	2	-1	0	-1.5	-0.9	-1.7	0	-0.8	-1.6	3
CC(C)(C)NC(=O)C(c1ccc(F)cc1)N(Cc1ccco1)C(=O)Cn1nnc(-c2cccs2)n1 (stereo not drawn)	0	2	-7	0	-2.5	-1.8	0.3	0	-1.0	0.1	-2
COc1cc2c(cc1OC)CN(Cc1cc(=O)n3c(-c4ccccc4)csc3n1)CC2	-2	i	-230	0	0.1	0.1	-0.7	-6	-0.9	0.4	i
CC(C)CC1NC(=O)N(CC(=O)N2CCN(S(=O)(=O)c3ccc4ccccc4c3)CC2)C1=O (stereo not drawn)	-2	0	-6	5	-1.8	1.6	0.7	2	-0.8	-0.2	-1
CCN1CCN(c2ccc(S(=O)(=O)N(CC)CC)cc2[N+](=O)[O-])CC1	1	5	5	3	-1.3	-0.8	0.1	-10	0.2	-0.1	5
Cc1ccccc1N=Cc1c(O)n(-c2nccs2)c(=O)c2ccccc12	0	-221	-38	-4	-1.1	-3.3	-2.0	-5	-1.9	-1.5	-235
CC(C)(O)CN(C(=O)C(c1ccccc1)c1ccccc1)C1CCCCC1	-4	0	0	-1	-1.7	-2.0	-0.1	-3	-1.0	-0.3	-1
C=CCn1c(SCC(=O)N2CCCC2)nc2scc(-c3cccs3)c2c1=O	-1	1	0	-9	0.2	1.0	0.3	-11	-0.9	1.6	2

Limited to DAX1 inh-1 and PLC-gamma1 inh, for 4 of the compounds above:
SMILES	DAX1 inh-1	PLC-gamma1 inh
CC(C)CC1NC(=O)N(CC(=O)N2CCN(S(=O)(=O)c3ccc4ccccc4c3)CC2)C1=O (stereo not drawn)	0.7	0
CCN1CCN(c2ccc(S(=O)(=O)N(CC)CC)cc2[N+](=O)[O-])CC1	0.1	5
Cc1ccccc1N=Cc1c(O)n(-c2nccs2)c(=O)c2ccccc12	-2.0	-221
CC(C)(O)CN(C(=O)C(c1ccccc1)c1ccccc1)C1CCCCC1	-0.1	0
